Screening results as filed in PubChem BioAssay.
PostGolgi yeast = growth inhibition of a yeast mutant, post-Golgi transport screen. AID 739. post-Golgi transport phenotypic cell assay. hit rate 0.9% among 98,000. inhibition, % at 10 µM;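 note: yeast cells grown in 1536-well plates; yeast grown about 18 h at 30C before absorbance read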
S1P2 agonist = S1P2 (human) receptor agonism. AID 729. activation, % at 4.5 µM. S1P2-expressing cell line, agonist reporter read-out. O95136. hit rate 0.46% among 97,000; in the data active = activation above about 16%;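 note: 0% = vehicle low control and 100% = maximal reference agonist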
PostGolgi ctrl = yeast control strain growth, post-Golgi counter-screen. inhibition, % at 10 µM. hit rate 5% among 98,000. AID 738. efflux-deficient yeast background strain, growth absorbance A615, 16 h
FAK blocker = blocks human focal adhesion kinase activity; hit rate 0.84% among 97,000; biochemical FAK kinase activity assay; Q05397; inhibition, %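 (tested at 7 µM)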; in the data active = inhibition above about 19%;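 note: 0% = DMSO and 100% = reference compound high control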
S1P2 antag = antagonists of human S1P2 receptor; cell-based S1P2 antagonist assay, inhibition at 5 uM; hit rate 0.21% among 97,000; inhibition, % at 5 µM; in the data active = inhibition above about 45%;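 note: CRE beta-lactamase reporter cells expressing human S1P2 stimulated with S1P; 0% = agonist at EC80 alone and 100% = agonist plus reference antagonist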
EphB4 antag = antagonists of human EphB4-ephrin-B2 interaction. P54760. EphB4 LBD / TNYL-RAW-Alexa532 peptide, fluorescence polarization. inhibition, % at 7 µM. hit rate 0.15% among 97,000. AID 720;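 active = inhibition above the screen-wide mean inhibition plus 3 SD, cut at about 15% in these data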;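 note: 0% = DMSO wells and 100% = excess unlabeled TNYL-RAW peptide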
PTPN22 act = LYP (human) phosphatase activation | Q9Y2R2 | recombinant LYP, DiFMUP fluorescence; 0 = plate median, 100 = signal doubled | activation, % at 2 µM | hit rate 0.11% among 96,000;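 active = activation at 2 µM above a set limit, the mean plus 5 SD, cut at about 37% in these data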
Target sequence (Q9Y2R2 whole entry, looked up): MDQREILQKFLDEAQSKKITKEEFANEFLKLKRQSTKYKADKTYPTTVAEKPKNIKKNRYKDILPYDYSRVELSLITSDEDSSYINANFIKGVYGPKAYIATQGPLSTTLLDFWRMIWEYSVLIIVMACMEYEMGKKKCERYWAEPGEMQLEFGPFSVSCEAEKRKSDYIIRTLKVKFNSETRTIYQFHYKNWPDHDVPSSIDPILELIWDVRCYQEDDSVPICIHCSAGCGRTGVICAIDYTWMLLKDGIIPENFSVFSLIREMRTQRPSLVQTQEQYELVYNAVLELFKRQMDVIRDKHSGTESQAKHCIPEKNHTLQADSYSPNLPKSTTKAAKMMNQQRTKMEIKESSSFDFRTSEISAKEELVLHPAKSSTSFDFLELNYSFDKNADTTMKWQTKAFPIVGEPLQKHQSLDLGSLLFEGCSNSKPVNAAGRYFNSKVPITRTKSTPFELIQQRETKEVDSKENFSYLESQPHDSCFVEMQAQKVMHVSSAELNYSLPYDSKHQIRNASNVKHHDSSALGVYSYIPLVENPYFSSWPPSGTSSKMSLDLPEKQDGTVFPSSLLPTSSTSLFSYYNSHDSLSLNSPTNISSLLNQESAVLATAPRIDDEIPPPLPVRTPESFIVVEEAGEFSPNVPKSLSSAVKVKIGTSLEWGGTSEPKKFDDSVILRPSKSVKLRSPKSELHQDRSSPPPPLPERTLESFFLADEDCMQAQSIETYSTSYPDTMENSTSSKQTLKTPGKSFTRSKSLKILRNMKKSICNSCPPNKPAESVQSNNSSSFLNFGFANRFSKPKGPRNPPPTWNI
LYP inh 2 = LYP (human) phosphatase inhibition; recombinant LYP catalytic domain, DiFMUP fluorescence; hit rate 0.21% among 96,000; inhibition, % at 2 µM;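 active = inhibition at 2 µM at or above a set limit, the screen mean plus 3 SD, cut at about 24% in these data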;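 note: 0% = DMSO with enzyme and 100% = enzyme fully blocked by orthovanadate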
HIV Rev-RRE inh = disrupts HIV-1 Rev binding to RRE RNA; AID 704; hit rate 0.79% among 97,000; inhibition, % at 8 µM; P05866; Rev peptide-RRE RNA binding, FRET;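 active = inhibition above the screen-wide mean plus 3 SD, cut at about 35% in these data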;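 note: 0% = median DMSO wells and 100% = median Neomycin B control wells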
Target sequence (P05866 whole entry, looked up): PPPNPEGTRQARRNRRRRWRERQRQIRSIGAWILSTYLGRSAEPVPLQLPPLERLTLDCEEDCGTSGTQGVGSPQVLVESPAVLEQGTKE
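Test system – labelled RRE RNA duplex and labelled Rev peptide · Signal – fluorescein-to-Cy5 FRET, 480 nm excitation · Evaluation – % inhibition of FRET ratio versus controls · Benchmarks – DMSO low control, neomycin B high control · Incubation – 5 min RNA-compound premix plus 15 min binding step, 25 °C · Medium – HEPES pH 7.5 salt buffer with EDTA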
Starred values were filed as active, the others as inactive; . = no result given; [ ] = another dose, or the depositor's remark. Cut-off read from the data, not from the text of the source, unless noted: active = inhibition above about 30%; inactive = the rest. Random draw from the library. Share with any hit: about 7%.

SMILES	PostGolgi yeast	S1P2 agonist	PostGolgi ctrl	FAK blocker	S1P2 antag	EphB4 antag	PTPN22 act	LYP inh 2	HIV Rev-RRE inh
COc1ccc(OC)c(NC(=O)c2ccccc2SC)c1	-1	-2	3	-1	-4	-9	3	-2	3
Cc1cc(C)c2c(N=NN(C)C)[nH]nc2n1	0	0	5	-3	-14	-4	2	1	3
O=C(c1ccc(C#CC2(O)CCCCC2)cc1)N1CCN(Cc2ccccc2)CC1	10	-8	30*	-5	2	3	-5	9	-5
CCOc1cc(/C=N/NC(=O)CNc2ccc(C)cc2)ccc1OC(=O)c1ccccc1	-1	1	8	1	15	-4	-9	9	11
O=C(COc1ccc(Cl)cc1)NCc1nnc(SCC(=O)NC2CCCC2)o1	-1	-1	2	-3	8	0	-4	4	3
CCC(=O)Nc1ccc(/C(C)=N\NS(=O)(=O)c2ccc(C)cc2)cc1	2	-9	12	4	2	3	-5	7	5
COc1ccc(N2C(=O)CC(N3CCC(O)(c4ccc(Cl)cc4)CC3)C2=O)cc1 (stereo not drawn)	7	-4	9	-1	-13	6	1	-2	6
Cc1ccc(C(C)n2cc(C(=O)NCc3cccnc3)nn2)cc1 (stereo not drawn)	1	-3	7	1	-11	5	8	-11	0
O=C(Nc1cccc(-c2nc3ccccc3[nH]2)c1)c1cccc(NC(=O)c2ccco2)c1	-8	8	0	71*	-12	-5	-16	14	-1
COC(=O)c1nn(-c2ccccc2)c(-c2ccccc2)c1C(=O)c1ccccc1	1	-3	23	-1	6	2	36	-33	4
O=C(NCCN1CCOCC1)c1cc2cc(Br)ccc2oc1=O	21	-2	0	0	-2	-1	5	-6	1
CCOC(=O)c1ccc(N2CSC3=C(C#N)C(c4cccs4)CC(=O)N3C2)cc1 (stereo not drawn)	-14	-2	8	-2	4	-2	-10	9	2
C/C(O)=C(/C#N)c1nc2ccccc2[nH]1	-9	-7	-3	16	27	6	0	-1	6
COc1ccc(-c2noc(-c3ccccc3-c3ccccc3)n2)cc1	11	0	5	2	8	-4	4	-2	20
CCN(CC)S(=O)(=O)c1ccc2c(c1)nc(SCc1nc3ccsc3c(=O)[nH]1)n2CC	4	-7	16	0	-18	-1	10	-12	-2
C(=N\N1CCN(Cc2cccc3ccccc23)CC1)/c1ccco1	4	-1	1	3	-14	-1	-7	6	-3
CC1CC(C)CN(S(=O)(=O)c2ccc(F)c(C(=O)Nc3ccc(Cl)cc3F)c2)C1 (stereo not drawn)	-6	-7	3	-2	2	3	-3	6	6
CCC(=O)c1ccc(OCC(=O)O)cc1	17	-4	0	-1	-8	-7	8	-11	3
O=C(c1ccc(=O)[nH]c1)N(Cc1ccco1)C1(C(=O)NC2CCCC2)CCCCC1	6	-5	15	-3	0	1	0	-1	4
COc1ccc(C2Oc3ccccc3C3=C2C(c2cccs2)n2ncnc2N3)cc1 (stereo not drawn)	-14	-4	19	0	-22	-10	8	-5	13
CCOC(=O)N1CCC(NC(=O)c2oc3c(c2C)-c2[nH]ncc2CC3)CC1	27	-4	8	-2	2	4	-5	4	7
O=S(=O)(NCCN1CCCC1)c1cccc2cccnc12	-7	-3	2	3	27	0	-6	6	6
O=C(c1ccccc1F)N1CCN(S(=O)(=O)c2ccc(S(=O)(=O)N3CCCCC3)cc2)CC1	0	-4	9	0	20	-3	2	-5	-2
CCn1c(SCC(N)=O)nnc1-c1ccc(OC)c(OC)c1	-29	-5	1	4	8	-3	7	-7	3
Cc1cccc(CN2CCN(CC(=O)NCc3cccs3)C2=O)c1	4	-2	-11	0	-8	-2	3	-2	3
CCC(=O)c1cc(-c2nc3ccccc3n2C)n(C)c1	-5	-1	-1	0	-7	4	-1	0	7
Cc1cc(NC2C3CC4CC(C3)CC2C4)n2ncnc2n1 (stereo not drawn)	-1	-6	5	4	5	-5	4	-3	5
CC1CCN(C(=O)C(Cc2ccccc2)NS(=O)(=O)c2ccc3c(c2)oc(=O)n3C)CC1 (stereo not drawn)	8	-5	5	-5	-10	-11	7	-8	7
CCOc1nnc(C)c2c(C)n(-c3cccc(Cl)c3)nc12	0	-1	3	0	-8	2	-1	2	53*
CCCC1=C(C(=O)OCC)C(c2cc(Cl)cc(OC)c2OCc2ccccc2)NC(=O)N1 (stereo not drawn)	2	-3	16	1	-4	3	-18	22	3
O=C(c1ccccc1)c1c[nH]c2cc3c(cc2c1=O)OCO3	.	-4	.	-4	17	3	-5	4	5
CC(C)(C)NC(=O)COC(=O)c1ccc(O)cc1	-2	-7	6	1	5	3	2	-5	9
O=C(Cc1ccc(Nc2nc3ccc(Br)cc3[nH]2)cc1)NCCc1cccs1	-1	-7	-2	4	3	5	-10	8	17
CCCCNS(=O)(=O)c1ccc(NC(=O)c2c(-c3ccccc3Cl)noc2C)cc1	-5	-6	7	-2	-11	3	-6	5	13
COCCn1c(C)cc(C(=O)COC(=O)c2ccc(-n3nc(C)cc3C)cc2)c1C	2	-6	-3	8	26	11	-6	3	2
CCC(=O)n1nc(-c2ccc(OC)cc2)nc1N	6	-8	5	3	-5	-2	-2	2	0
Clc1ccc(OCc2cn3cccnc3n2)c2ncccc12	5	-9	6	5	3	-4	-4	1	-4
COC(=O)c1c(NC(=O)c2cccs2)sc2c1CCC(C)C2 (stereo not drawn)	4	-5	12	-2	9	-4	-12	10	8
COc1cc(-c2nnc(SC/C=C/c3ccccc3)n2N)cc(OC)c1OC	6	-6	20	1	16	-5	3	-6	3
Cn1cnc([N+](=O)[O-])c1Sc1ccccc1	-5	-11	8	-1	15	7	-4	7	10

Complete entries, looked up by structure. Values in the order: PostGolgi yeast	S1P2 agonist	PostGolgi ctrl	FAK blocker	S1P2 antag	EphB4 antag	PTPN22 act	LYP inh 2	HIV Rev-RRE inh
CCCCNS(=O)(=O)c1ccc(NC(=O)c2c(-c3ccccc3Cl)noc2C)cc1 is listed with -5	-6	7	-2	-11	3	-6	5	13
O=C(c1ccccc1F)N1CCN(S(=O)(=O)c2ccc(S(=O)(=O)N3CCCCC3)cc2)CC1 is listed with 0	-4	9	0	20	-3	2	-5	-2
CCCC1=C(C(=O)OCC)C(c2cc(Cl)cc(OC)c2OCc2ccccc2)NC(=O)N1 (stereo not drawn) is listed with 2	-3	16	1	-4	3	-18	22	3
CC(C)(C)NC(=O)COC(=O)c1ccc(O)cc1 is listed with -2	-7	6	1	5	3	2	-5	9
COc1cc(-c2nnc(SC/C=C/c3ccccc3)n2N)cc(OC)c1OC is listed with 6	-6	20	1	16	-5	3	-6	3

Remaining list, next part:
SMILES	PostGolgi yeast	S1P2 agonist	PostGolgi ctrl	FAK blocker	S1P2 antag	EphB4 antag	PTPN22 act	LYP inh 2	HIV Rev-RRE inh
COc1ccc(Br)cc1C1N2CC3(C)CN1CC(C)(C2)C3=O (stereo not drawn)	3	-5	39*	2	0	-4	-8	6	5
CC(C)(C)C1CCc2c(sc(N)c2C(N)=O)C1 (stereo not drawn)	-7	-2	-1	3	-5	9	-3	3	3
CC1(C)CC(=O)C2=C(C1)NC(=O)CC2c1cccc(F)c1 (stereo not drawn)	-5	-2	16	0	1	-13	15	-18	-1
Cc1ccc(/C=C2\CCC3=C2OC(N)=C(C#N)C3c2ccc(C)cc2)cc1 (stereo not drawn)	-1	17*	17	4	24	-3	-4	6	138*[fluorescence artefact?]
CCOc1ccc(-n2nnc3c(=O)n(C/C=C/c4ccccc4)cnc32)cc1	-1	-7	0	-1	8	0	0	-3	4
O=C(O)c1ccccc1C(=O)c1cccs1	9	-8	25	5	-9	-3	10	-14	2
CCn1c(C)c(C(C)=O)c(N2CCN(c3ccccn3)CC2)nc1=S	-4	-3	3	0	0	-5	-4	5	0
O=NC1=C(c2c(O)[nH]c3ccccc23)CCCC1	0	-2	16	1	20	10	4	-6	10
COc1ccc[nH]c1=O	3	-12	14	-2	7	1	3	-5	5
CCOC(=O)c1c(C)[nH]c(C(=O)CN2CC(C)OC(C)C2)c1C (stereo not drawn)	-1	-5	-6	-1	-8	-2	-2	0	0
Cc1cc(NC(=O)CSc2nc(C(C)C)nc3sc4c(c23)CCCC4)no1	2	-2	-4	2	-8	8	-4	2	9
c1ccc(-c2cnnc(N3CCCCC3)n2)cc1	9	-4	11	1	-8	1	-1	-2	6
CC(C)CC(c1nnnn1C(C)C)N1CCN(c2ccccc2)CC1 (stereo not drawn)	-7	-5	61*	0	-3	2	10	-7	-1
CCC(=O)N1CCc2cc(S(=O)(=O)NCCCN(CC)Cc3ccccc3)ccc21	-1	-10	8	-2	16	3	8	-4	8
O=C(c1ccc(COc2c(F)c(F)cc(F)c2F)o1)N1CCN(c2ccc(Cl)cc2)CC1	-3	-5	15	-2	-12	2	-3	2	2
O=C1CC(Nc2ccc(N3CCOCC3)cc2)C(=O)N1c1ccccc1 (stereo not drawn)	13	-5	-10	-2	18	10	-1	-2	6
O=C(CC(c1ccccc1)c1ccccc1)Nc1ncn[nH]1	-5	-5	19	1	16	-8	-4	2	4
CS(=O)(=O)N1CCCC(C(=O)NCCc2ccc(Cl)cc2)C1 (stereo not drawn)	10	-6	-3	1	4	5	4	-8	7

Copied from the list.
For PostGolgi yeast, CCn1c(C)c(C(C)=O)c(N2CCN(c3ccccn3)CC2)nc1=S has -4
For S1P2 agonist, CC1(C)CC(=O)C2=C(C1)NC(=O)CC2c1cccc(F)c1 (stereo not drawn) has -2
